STAT3 activator = STAT3 signaling activation. U3A cells, IL-6 STAT3-luciferase reporter, luminescence; 100% = signal with IL-6 EC80 alone. activation (% of control), % at 5.6 µM. actives 0.91% (n = 190,000). AID 871;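 active means activation above the screen-wide mean of compound activation plus 3 SD, cut at about 130% in these data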;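 further: 0% = background luminescence of wells with medium and substrate only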
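Detection: reporter luminescence signal / Assay system: STAT1-lacking human U3A cells, STAT3 luciferase reporter / Incubation: compound pre-incubation 1 h before IL-6, then 6 h stimulation at 37 °C / Control set: IL-6-only high control / Read-out: % activation relative to IL-6 control / Probe or stimulus: Interleukin-6, 33 ng/mL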
PPARg SRC-3 ag = PPARgamma-driven SRC-3 recruitment agonism; P37231; biochemical PPARgamma/SRC-3 coactivator recruitment assay; activation, % at 8 µM; actives 0.26% (n = 200,000); in the data active means activation above about 23%;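 further: 0% = DMSO and 100% = reference agonist; some compounds past the cut are filed as inactive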
Target sequence (P37231 whole entry, looked up): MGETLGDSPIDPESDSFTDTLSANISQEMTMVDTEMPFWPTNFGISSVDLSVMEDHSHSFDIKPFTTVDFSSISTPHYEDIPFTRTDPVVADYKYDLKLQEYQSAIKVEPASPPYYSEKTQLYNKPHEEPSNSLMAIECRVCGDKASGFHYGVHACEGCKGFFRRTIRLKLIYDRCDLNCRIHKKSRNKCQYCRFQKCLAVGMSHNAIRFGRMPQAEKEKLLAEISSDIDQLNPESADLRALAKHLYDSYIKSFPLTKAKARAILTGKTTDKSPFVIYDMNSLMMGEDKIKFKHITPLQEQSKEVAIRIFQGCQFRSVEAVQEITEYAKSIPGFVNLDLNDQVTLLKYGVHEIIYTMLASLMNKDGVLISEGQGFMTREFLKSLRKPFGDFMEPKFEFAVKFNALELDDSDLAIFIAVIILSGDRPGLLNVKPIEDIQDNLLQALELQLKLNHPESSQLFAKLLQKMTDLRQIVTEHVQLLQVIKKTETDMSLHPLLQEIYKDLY
bIAP activator = increases bovine intestinal alkaline phosphatase activity; purified bovine IAP, CDP-star luminescence, 30 min; active compounds read high; fold of DMSO-control signal, blank-subtracted; activation factor at 20 µM; actives 0.17% (n = 200,000); AID 1016;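 active means activation factor of 2 or more at 20 µM, a signal rise over negative controls twice the positive control's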
STAT1 inh = inhibitors of IFN-gamma induced STAT1 signaling | NIH 3T3 STAT1-luciferase reporter, luminescence | inhibition, % at 5.5 µM | actives 0.35% (n = 200,000) | AID 920;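 active means inhibition above a set limit, the mean inhibition across all tested compounds plus 3 SD, cut at about 34% in these data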;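 further: 0% = IFN-gamma with DMSO and 100% = IFN-gamma with 300 µM nifuroxazide; values of inactives mirror those of a sister screen read the other way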
PPARg SRC-1 ag = agonists of human PPARgamma SRC-1 coactivator recruitment; P37231; PPARgamma-SRC-1 coactivator recruitment biochemical assay; activation, % at 8 µM; actives 0.41% (n = 200,000); in the data active means activation above about 19%;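 further: 0% = DMSO and 100% = reference agonist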
STAT3 blocker = inhibitors of IL-6 induced STAT3 signaling; U3A cells, IL-6 STAT3-luciferase reporter, luminescence; host cell line lacks STAT1; actives 0.89% (n = 190,000); AID 862; inhibition, % at 5.5 µM;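 active means inhibition above the mean inhibition across all screened compounds plus 3 SD, cut at about 44% in these data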;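 further: 0% = DMSO only wells and 100% = 100 µM nifuroxazide control wells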
ROMK primary = modulators of human ROMK potassium channel; P48048; Tet-inducible ROMK, thallium flux fluorescence; actives lie on both sides; B-score at 10 µM; actives 2% (n = 130,000);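 active means signal ratio slope over the read window, or its plate-corrected B-score, at least 3 SD from the plate mean, either direction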;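 further: B-score of the F/F0 ratio slope over 7 to 12 s after thallium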
PPARg SRC2 recr = PPARgamma-driven SRC-2 recruitment agonism; P37231; PPARgamma LBD-SRC-2 recruitment, biochemical; activation, % at 8 µM; actives 0.34% (n = 200,000); AID 1032; in the data active means activation above about 22%;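 further: 0% = vehicle and 100% = reference agonist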
TNAP act hiacc = increases human TNAP activity under high phosphate acceptor concentration. P05186. purified TNAP, CDP-star luminescence, 1 M DEA, 30 min; active compounds read high; 0 = EDTA background, 1 = DMSO-only activity. activation factor at 20 µM. 200,000 tested, under 10 active;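 active means activation factor at least 2 at 20 µM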
Target sequence (P05186 whole entry, looked up): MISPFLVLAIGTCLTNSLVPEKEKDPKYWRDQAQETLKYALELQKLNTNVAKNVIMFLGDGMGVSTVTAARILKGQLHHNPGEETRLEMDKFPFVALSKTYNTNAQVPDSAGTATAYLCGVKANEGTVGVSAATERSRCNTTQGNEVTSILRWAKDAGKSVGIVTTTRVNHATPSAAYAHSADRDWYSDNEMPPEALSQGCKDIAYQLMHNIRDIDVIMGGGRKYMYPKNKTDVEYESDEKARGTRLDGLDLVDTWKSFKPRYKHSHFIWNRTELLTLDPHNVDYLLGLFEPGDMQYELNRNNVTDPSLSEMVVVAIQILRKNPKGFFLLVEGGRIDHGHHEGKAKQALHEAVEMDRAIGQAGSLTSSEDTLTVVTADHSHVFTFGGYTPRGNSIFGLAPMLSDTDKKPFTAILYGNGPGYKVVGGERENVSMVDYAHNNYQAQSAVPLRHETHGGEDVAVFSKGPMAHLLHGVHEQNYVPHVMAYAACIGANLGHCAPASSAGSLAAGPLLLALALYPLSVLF
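Control set: EDTA negative control, DMSO positive control / Assay system: human TNAP / Quantity: TNAP 1/800 final / Evaluation: TNAP activation factor scaled between EDTA and DMSO control wells / Measured by: luminescent substrate turnover signal / Compound dosing: one dose, 20 µM / Times: 30 min enzyme reaction at room temperature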
TR-FRET SRC-2 ct = flags TR-FRET format artefacts in PPARgamma SRC-2 recruitment agonist screen. TR-FRET artefact counter-screen; active compounds read high. TR-FRET ratio at 8 µM. actives 0.4% (n = 200,000). AID 1049; in the data active means TR-FRET ratio above about 2000; further: inactives centre near 1500
bIAP inh = intestinal alkaline phosphatase (bovine) inhibition. purified bovine IAP, CDP-star luminescence, 30 min. inhibition, % at 20 µM. 190,000 tested, under 10 active. AID 1019;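 active means over 50% inhibition of intestinal alkaline phosphatase at 20 µM in the single-dose screen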
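Assay system – bovine IAP enzyme · Quantity – bovine IAP at 1/65,000,000 final dilution · Detection – CDP-star luminescence signal · Times – 30 min reaction at room temperature · Also added – CDP-star substrate at 30 µM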
* = called active by the depositor.

How did COc1ccc2c(c1)CCc1cc(C(=O)N3CCN(c4ccc(N5CCOCC5)nn4)CC3)sc1-2 do in these assays?
STAT3 activator: 84; PPARg SRC-3 ag: 3; bIAP activator: 1; STAT1 inh: -2; PPARg SRC-1 ag: 6; STAT3 blocker: 19; PPARg SRC2 recr: 6; TNAP act hiacc: 1; TR-FRET SRC-2 ct: 1532; bIAP inh: 1

How did Cc1ccc(-c2nc(-c3ccc(Cl)cc3)sc2CC(=O)O)c(C)c1 do in these assays?
STAT3 activator: 97; PPARg SRC-3 ag: 8; bIAP activator: 1; STAT1 inh: -1; PPARg SRC-1 ag: 8; STAT3 blocker: 9; ROMK primary: 2.4; PPARg SRC2 recr: 15; TNAP act hiacc: 1; TR-FRET SRC-2 ct: 1660; bIAP inh: -4

What do the screens show for `Cc1ccc(S(=O)(=O)NCCNC(=O)C2CCCNC2=O)cc1` (centres undefined)?
STAT3 activator: 93; PPARg SRC-3 ag: 8; bIAP activator: 0.9; STAT1 inh: 3; PPARg SRC-1 ag: 6; STAT3 blocker: 14; PPARg SRC2 recr: 6; TNAP act hiacc: 1; TR-FRET SRC-2 ct: 1684; bIAP inh: 6

What do the screens show for `Cc1ccccc1/C(N)=N/OC(=O)c1ccc(F)cc1`?
STAT3 activator: 96; PPARg SRC-3 ag: -3; bIAP activator: 1.3; STAT1 inh: -95; PPARg SRC-1 ag: -2; STAT3 blocker: 10; PPARg SRC2 recr: -8; TNAP act hiacc: 1; TR-FRET SRC-2 ct: 1483; bIAP inh: -29

Results for O=C(COc1ncnc2ccccc12)c1ccc(Cl)cc1 ?
STAT3 activator: 96; PPARg SRC-3 ag: 4; bIAP activator: 1; STAT1 inh: -38; PPARg SRC-1 ag: 6; STAT3 blocker: 13; ROMK primary: 1.1; PPARg SRC2 recr: -5; TNAP act hiacc: 1; TR-FRET SRC-2 ct: 1492; bIAP inh: 0

How did C/C(=N\NC(=S)NCc1ccccc1)c1ccccc1F do in these assays?
STAT3 activator: 102; PPARg SRC-3 ag: 3; bIAP activator: 1; STAT1 inh: -9; PPARg SRC-1 ag: -2; STAT3 blocker: 2; ROMK primary: 0.71; PPARg SRC2 recr: -7; TNAP act hiacc: 1; TR-FRET SRC-2 ct: 1269; bIAP inh: 0

What do the screens show for `CC(=O)Nc1c(O)nc(SCC(=O)Nc2sc3c(c2C#N)CCCCCC3)[nH]c1=O`?
STAT3 activator: 105; PPARg SRC-3 ag: 11; bIAP activator: 0.7; STAT1 inh: -8; PPARg SRC-1 ag: 5; STAT3 blocker: -6; ROMK primary: -0.3; PPARg SRC2 recr: 10; TNAP act hiacc: 1; TR-FRET SRC-2 ct: 1638; bIAP inh: 33

Results for COc1ccc(CCNC(=O)C/C(C)=N/NC(=O)C2CCCCC2)cc1OC ?
STAT3 activator: 96; PPARg SRC-3 ag: -7; bIAP activator: 0.9; STAT1 inh: -4; PPARg SRC-1 ag: 8; STAT3 blocker: 5; ROMK primary: -0.03; PPARg SRC2 recr: -1; TNAP act hiacc: 1; TR-FRET SRC-2 ct: 1684; bIAP inh: 9

Results for Cc1ccc(S(=O)(=O)N2CCC(C(=O)N3CCC[C@H]3C(=O)NCc3ccccc3)CC2)cc1 ?
STAT3 activator: 94; PPARg SRC-3 ag: 0; bIAP activator: 1.1; STAT1 inh: -2; PPARg SRC-1 ag: 4; STAT3 blocker: 10; ROMK primary: 0.22; PPARg SRC2 recr: 10; TNAP act hiacc: 1.1; TR-FRET SRC-2 ct: 1550; bIAP inh: -13

How did CS(=O)(=O)N(CC(=O)NCCSC1CCCCC1)c1ccc2c(c1)OCO2 do in these assays?
STAT3 activator: 104; PPARg SRC-3 ag: -8; bIAP activator: 1.1; STAT1 inh: 1; PPARg SRC-1 ag: 1; STAT3 blocker: -3; ROMK primary: 0.79; PPARg SRC2 recr: 4; TNAP act hiacc: 1; TR-FRET SRC-2 ct: 1551; bIAP inh: -7

Reprinted from the part before: three entries; new compounds follow.
Results for COc1ccc(CCNC(=O)C/C(C)=N/NC(=O)C2CCCCC2)cc1OC ?
STAT3 activator: 96; PPARg SRC-3 ag: -7; bIAP activator: 0.9; STAT1 inh: -4; PPARg SRC-1 ag: 8; STAT3 blocker: 5; ROMK primary: -0.03; PPARg SRC2 recr: -1; TNAP act hiacc: 1; TR-FRET SRC-2 ct: 1684; bIAP inh: 9

Results for Cc1ccc(S(=O)(=O)N2CCC(C(=O)N3CCC[C@H]3C(=O)NCc3ccccc3)CC2)cc1 ?
STAT3 activator: 94; PPARg SRC-3 ag: 0; bIAP activator: 1.1; STAT1 inh: -2; PPARg SRC-1 ag: 4; STAT3 blocker: 10; ROMK primary: 0.22; PPARg SRC2 recr: 10; TNAP act hiacc: 1.1; TR-FRET SRC-2 ct: 1550; bIAP inh: -13

How did CS(=O)(=O)N(CC(=O)NCCSC1CCCCC1)c1ccc2c(c1)OCO2 do in these assays?
STAT3 activator: 104; PPARg SRC-3 ag: -8; bIAP activator: 1.1; STAT1 inh: 1; PPARg SRC-1 ag: 1; STAT3 blocker: -3; ROMK primary: 0.79; PPARg SRC2 recr: 4; TNAP act hiacc: 1; TR-FRET SRC-2 ct: 1551; bIAP inh: -7

What do the screens show for `O=C(NCN1C(=O)C2C3C=CC(C3)C2C1=O)OC1CCCCC1` (centres undefined)?
STAT3 activator: 104; PPARg SRC-3 ag: 0; bIAP activator: 1; STAT1 inh: 0; PPARg SRC-1 ag: 4; STAT3 blocker: 3; PPARg SRC2 recr: 7; TNAP act hiacc: 1; TR-FRET SRC-2 ct: 1543; bIAP inh: 0

What do the screens show for `O=c1c2ccccc2nc(COc2ccccc2)n1/N=C/c1ccco1`?
STAT3 activator: 97; PPARg SRC-3 ag: 7; bIAP activator: 1.1; STAT1 inh: -6; PPARg SRC-1 ag: 4; STAT3 blocker: 11; ROMK primary: -0.7; PPARg SRC2 recr: -6; TNAP act hiacc: 1.1; TR-FRET SRC-2 ct: 1386; bIAP inh: -6

What do the screens show for `O=C(O)CCc1nc(-c2cccs2)no1`?
STAT3 activator: 106; PPARg SRC-3 ag: 11; bIAP activator: 0.9; STAT1 inh: 4; PPARg SRC-1 ag: 8; STAT3 blocker: -1; PPARg SRC2 recr: 3; TNAP act hiacc: 1; TR-FRET SRC-2 ct: 1467; bIAP inh: 6

How did O=C(O)CN1C2=NCCCN2c2ccccc21 do in these assays?
STAT3 activator: 100; PPARg SRC-3 ag: 3; bIAP activator: 1; STAT1 inh: -7; PPARg SRC-1 ag: 3; STAT3 blocker: 2; ROMK primary: 1.4; PPARg SRC2 recr: 4; TNAP act hiacc: 1; TR-FRET SRC-2 ct: 1550; bIAP inh: 0

What do the screens show for `O=C(COC(=O)[C@@H]1CC(O)CN1S(=O)(=O)c1ccc([N+](=O)[O-])cc1)NC12CC3CC(CC(C3)C1)C2` (some centres undefined)?
STAT3 activator: 95; PPARg SRC-3 ag: -2; bIAP activator: 0.9; STAT1 inh: 0; PPARg SRC-1 ag: 2; STAT3 blocker: 2; PPARg SRC2 recr: -1; TNAP act hiacc: 1; TR-FRET SRC-2 ct: 1531; bIAP inh: 8

What do the screens show for `C[C@]12C=CC(=O)C=C1CC[C@@H]1[C@@H]2[C@@H](O)C[C@@]2(C)[C@H]1CC[C@]2(O)C(=O)COC(=O)CCC(=O)O`?
STAT3 activator: 100; PPARg SRC-3 ag: -5; bIAP activator: 1; STAT1 inh: -15; PPARg SRC-1 ag: 3; STAT3 blocker: 2; PPARg SRC2 recr: 8; TNAP act hiacc: 1.1; TR-FRET SRC-2 ct: 1500; bIAP inh: 4

Results for CCOCC(=O)Nc1cc(C(=O)OC)ccc1C(=O)OC ?
STAT3 activator: 87; PPARg SRC-3 ag: -2; bIAP activator: 0.9; STAT1 inh: 2; PPARg SRC-1 ag: 3; STAT3 blocker: 17; ROMK primary: 0.15; PPARg SRC2 recr: 4; TNAP act hiacc: 1; TR-FRET SRC-2 ct: 1615; bIAP inh: 6

Results for Cc1cccc2nc(CSc3ncccc3C(=O)O)cn12 ?
STAT3 activator: 97; PPARg SRC-3 ag: 2; bIAP activator: 1; STAT1 inh: 2; PPARg SRC-1 ag: -6; STAT3 blocker: 4; ROMK primary: 0.19; PPARg SRC2 recr: 7; TNAP act hiacc: 1; TR-FRET SRC-2 ct: 1417; bIAP inh: 5

What do the screens show for `O=C(CN1CCN(c2ccccn2)CC1)NC(=O)NC1CCCCC1`?
STAT3 activator: 92; PPARg SRC-3 ag: 9; bIAP activator: 1; STAT1 inh: -4; PPARg SRC-1 ag: 5; STAT3 blocker: 16; ROMK primary: -1.4; PPARg SRC2 recr: 3; TNAP act hiacc: 1.1; TR-FRET SRC-2 ct: 1431; bIAP inh: 4

How did CC(=O)C1=C(C)NC(SCC(=O)c2ccccc2)=C(C#N)C1CC(C)C (centres undefined) do in these assays?
STAT3 activator: 100; PPARg SRC-3 ag: 6; bIAP activator: 0.9; STAT1 inh: -29; PPARg SRC-1 ag: 15; STAT3 blocker: 3; ROMK primary: -2.5; PPARg SRC2 recr: 12; TNAP act hiacc: 1; TR-FRET SRC-2 ct: 1598; bIAP inh: 8

What do the screens show for `Cc1cccc(C)c1OCC(=O)Nc1ccc(NC(=O)c2ccco2)cc1`?
STAT3 activator: 94; PPARg SRC-3 ag: -4; bIAP activator: 1; STAT1 inh: 5; PPARg SRC-1 ag: 3; STAT3 blocker: 13; ROMK primary: 1.1; PPARg SRC2 recr: -1; TNAP act hiacc: 1.1; TR-FRET SRC-2 ct: 1488; bIAP inh: -1

Results for O=C(Oc1ccc2ccc(=O)oc2c1)c1cccs1 ?
STAT3 activator: 105; PPARg SRC-3 ag: 6; bIAP activator: 1; STAT1 inh: 3; PPARg SRC-1 ag: 4; STAT3 blocker: -1; ROMK primary: -0.37; PPARg SRC2 recr: -5; TNAP act hiacc: 1; TR-FRET SRC-2 ct: 1604; bIAP inh: -3

Results for CC(=O)N1CCC2(CC1)C(C#N)=C(N)OC1=C2C(=O)CC(C)(C)C1 ?
STAT3 activator: 103; PPARg SRC-3 ag: -14; bIAP activator: 0.9; STAT1 inh: -1; PPARg SRC-1 ag: -9; STAT3 blocker: 1; PPARg SRC2 recr: -1; TNAP act hiacc: 1; TR-FRET SRC-2 ct: 1500; bIAP inh: 6

What do the screens show for `Cc1nn(CCO)c(N)c1C1(O)C(=O)Nc2c(Cl)cc(Cl)cc21` (centres undefined)?
STAT3 activator: 107; PPARg SRC-3 ag: 4; bIAP activator: 1.1; STAT1 inh: 2; PPARg SRC-1 ag: 9; STAT3 blocker: 1; ROMK primary: 0.54; PPARg SRC2 recr: 10; TNAP act hiacc: 1.1; TR-FRET SRC-2 ct: 1534; bIAP inh: -7

Outcome played no part in choosing rows; any-hit rate near 3.7%.
